Source: PubChem
MmCpn inh: blocks the Methanococcus maripaludis chaperonin Mm-Cpn; purified Mm-Cpn ATPase, ADP Transcreener TR-FRET; Potency, µM (highest dose often 76.9 µM), inactives show top-dose activity, negative = inhibition, usual class: inhibitors; hit rate 0.031% among 330,000; AID 504842; further: potency means the concentration at half of the fitted maximal effect; on the % scale 0 is the no-effect control and ±100 the full control effect; nearly all actives have a fitted effect of over 80% in size
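25 nM Mm-CPN + cpd, 10 min 37°C; + 10 uM ATP, 30 min 37°C; buffer 30 mM Tris pH 7.4, 100 mM KCl, 5 mM MgCl2, 1 mM DTT; Transcreener ADP HTRF detection 30 min RT.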
Akt phos inh: blocks phosphorylation of Akt. AID 651550. Neuro2A IGF-stimulated pAkt S473 HTRF, 20 min; hits give low values. hit rate 0.32% among 360,000. activity change, % for hits at 50 µM; in the data active means activity change below about -80%; inconclusive means mostly about -51% to -80%; further: on the % scale 0 is the no-effect control and ±100 the full control effect
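Neuro2A cells in DMEM with 0.5% FBS, overnight at 37 deg C, given compound at single 50 µM final, then IGF (6 nM final) for 20 min at 37 deg C. Lysed; phospho-Akt Ser473 by HTRF after 24 h, 665/615 ratio.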
TDP43 rescue: rescues yeast growth from TDP-43 toxicity; Potency, µM (top dose mostly 46.1 µM), inactives show top-dose growth rescue (activation), usual class: activators; hit rate 1.8% among 410,000; TDP-43 expressing yeast growth rescue, BacTiter-Glo, 24 h; AID 652104; further: potency means the concentration at half of the fitted maximal effect; % of control where 0% means no effect; nearly all actives have a fitted effect of over 50% in size
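Yeast cells expressing TDP-43 under galactose induction are exposed to compounds for 24 hr at 30 deg C. BacTiter-Glo luminescence measures growth, so protective compounds score as activators.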
GLP1R inv ag: GLP-1 receptor (human) inverse agonism | Potency, µM (highest dose often 38.3 µM), for inactives: top-dose activity change, negative = inhibition, actives largely listed as inhibitors | hit rate 1.6% among 410,000 | HEK293 GLP-1R CRE-luciferase, luminescence, 24 h; GLP-1R form is constitutively active; further: potency means the concentration at half of the fitted maximal effect; on the % scale 0 is the no-effect control and ±100 the full control effect; nearly all actives have a fitted effect of over 55% in size
Target sequence (P43220 whole entry, looked up): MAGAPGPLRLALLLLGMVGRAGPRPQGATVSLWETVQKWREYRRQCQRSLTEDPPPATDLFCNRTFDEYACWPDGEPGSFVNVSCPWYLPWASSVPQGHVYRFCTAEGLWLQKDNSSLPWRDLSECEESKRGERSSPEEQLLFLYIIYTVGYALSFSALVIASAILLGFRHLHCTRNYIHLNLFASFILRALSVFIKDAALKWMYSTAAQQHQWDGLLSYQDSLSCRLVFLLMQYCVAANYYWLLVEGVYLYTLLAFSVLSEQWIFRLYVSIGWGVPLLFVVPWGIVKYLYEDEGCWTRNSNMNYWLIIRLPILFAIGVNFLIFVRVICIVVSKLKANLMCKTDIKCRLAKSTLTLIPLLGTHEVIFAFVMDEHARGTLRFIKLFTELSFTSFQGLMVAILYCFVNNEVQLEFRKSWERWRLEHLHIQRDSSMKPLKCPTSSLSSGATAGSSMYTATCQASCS
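Cells are plated, allowed 12 hours at 37 deg C, then treated with compounds for 24 hr before luciferase detection reagent is added and luminescence is read after 12 min at room temperature. The HEK293 line carries constitutively active GLP-1R with a cAMP-responsive reporter.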
aSyn yeast inh: rescues yeast growth from alpha-synuclein toxicity. hit rate 0.14% among 370,000. Yeast expressing alpha-synuclein, growth rescue, BacTiter-Glo, 24 h. AID 652106. Potency, µM (highest dose often 46.1 µM), inactives show top-dose growth rescue (activation), most hits filed as activators; further: potency means the concentration at half of the fitted maximal effect; % of control where 0% means no effect; nearly all actives have a fitted effect of over 65% in size
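Screening used galactose-induced yeast with toxic alpha-synuclein levels, exposed to compound for 24 hr at 30 deg C. Cell growth, read with BacTiter-Glo luminescence, gave the measured signal.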
FUS suppressor: FUS proteinopathy suppression in yeast | hit rate 0.24% among 390,000 | Potency, µM (highest dose often 76.6 µM), without a hit: at the highest dose growth rescue (activation), usual class: activators | S. cerevisiae FUS-expressing, growth rescue, OD600, 24 h;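 further: potency means the concentration at half of the fitted maximal effect; plate controls were DMSO vehicle for no effect and reference control for full effect; nearly all actives have a fitted effect of over 55% in size; some results filed as inactive show a strong effect at the top dose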
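Read-out: OD at 600 nm after 24hr at 30C, reporting rescue of FUS-induced yeast toxicity. Cells at OD 0.005 in galactose (2%) minimal medium; compounds tested in a dilution series; CP55940 titration from 92uM final as control.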
Abeta rescue: A-beta toxicity reversal in yeast; yeast expressing A-beta42, growth rescue, OD600, 48 h; response scale: 0% DMSO, 100% iron-clioquinol control; Potency, µM (top dose mostly 46.1 µM), inactives show at the top dose growth rescue, actives largely listed as activators; hit rate 0.063% among 410,000; AID 1347071; further: potency means the concentration at half of the fitted maximal effect; nearly all actives have a fitted effect of over 55% in size
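Yeast A-beta toxicity model in growth medium with pinned compounds, 48 h at 30 C; growth read as absorbance at 600 nm. Normalized to FeCl3/clioquinol equimolar mix (positive) and DMSO (negative).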
PTHR1 agonist: activates the human parathyroid hormone receptor PTHR1; Q03431; HEK293 GP2 PTHR1 cells, GloSensor cAMP luminescence, 1 h; Potency, µM (titrated, usually from 115 µM), inactives show at the top dose activation, hits mostly activators; hit rate 0.075% among 410,000; further: potency means the concentration at half of the fitted maximal effect; nearly all actives have a fitted effect of over 55% in size; some results filed as inactive show a strong effect at the top dose; inactives centre near -15; many of its hits are not listed in these tables
Target sequence (Q03431 whole entry, looked up): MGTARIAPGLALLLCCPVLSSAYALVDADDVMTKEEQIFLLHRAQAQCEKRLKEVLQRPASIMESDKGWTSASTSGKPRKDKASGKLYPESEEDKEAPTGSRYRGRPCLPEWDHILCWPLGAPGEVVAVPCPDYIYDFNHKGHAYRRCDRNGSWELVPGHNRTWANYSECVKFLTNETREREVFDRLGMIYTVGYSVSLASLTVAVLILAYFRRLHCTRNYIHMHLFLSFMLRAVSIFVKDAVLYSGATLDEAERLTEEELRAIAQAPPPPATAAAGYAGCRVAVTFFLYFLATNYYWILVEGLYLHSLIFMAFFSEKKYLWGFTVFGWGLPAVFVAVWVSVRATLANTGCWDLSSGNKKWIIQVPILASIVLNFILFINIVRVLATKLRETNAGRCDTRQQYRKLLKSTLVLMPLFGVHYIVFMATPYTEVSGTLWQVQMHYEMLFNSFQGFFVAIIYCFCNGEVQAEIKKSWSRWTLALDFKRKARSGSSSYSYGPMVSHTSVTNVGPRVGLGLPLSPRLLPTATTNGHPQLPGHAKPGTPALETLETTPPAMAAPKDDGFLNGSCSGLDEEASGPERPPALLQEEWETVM
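HEK-293-derived GP2 cells expressing PTHR1 and a GloSensor cAMP reporter, 3,000/well, plated overnight, given luciferin plus IBMX (each 0.5 mM as added) for 1 h at 37 °C, then compound for 1 h at 37 °C. Luminescence was read after 15 min at room temperature.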
HEK293 tox: cytotoxic in the GLP-1 receptor inverse agonist counter-screen; HEK293 cAMP-luciferase reporter cells, luminescence, 24 h; Potency, µM (highest dose often 38.3 µM), for the others: at the top dose activity change, negative = inhibition, hits mostly inhibitors; hit rate 0.13% among 410,000; AID 624418;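 further: loss of luciferase light is scored as toxicity; potency means the concentration at half of the fitted maximal effect; on the % scale 0 is the no-effect control and ±100 the full control effect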
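Quantitative HTS format, 1536 wells, 200 cells/uL seeded. Compounds: 23 nL, 24 h, 37 °C. Detection: luciferase reagent, luminescence at 12 min RT; decreased signal taken as cytotoxic.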
Numbers without * were called inactive; [ ] = remark or other dose. Unless noted, the call rests on the fitted dose curve; in most records, active means well fitted curve in the direction sought with a large enough effect; inconclusive means small, poorly fitted or top-dose-only effect, or another doubt; inactive means no such curve, though single readings can be large; an effect the other way counts as inactive or inconclusive. This is a subset; count on the stated rates, not on these rows.

Results for CCCC(=O)Nc1ccc(C(=O)NNC(=O)c2ccccc2Br)cc1 ?
MmCpn inh: -0.3%; Akt phos inh: inactive; TDP43 rescue: -0.5%; GLP1R inv ag: 1.6%; aSyn yeast inh: 1.8%; FUS suppressor: 20.4%; Abeta rescue: 6.0%; PTHR1 agonist: -2.0%[57.5 µM]; HEK293 tox: 0.4%

What do the screens show for `COc1ccc(Cl)cc1-c1n[nH]c(=S)n1C`?
MmCpn inh: -28.1%; Akt phos inh: inactive; TDP43 rescue: 2.8%; GLP1R inv ag: 16.1%; aSyn yeast inh: -25.2%; FUS suppressor: -18.1%; Abeta rescue: -3.0%; PTHR1 agonist: -8.1%; HEK293 tox: -5.8%

How did N#CCc1ccc(C(=O)c2ccccc2)s1 do in these assays?
MmCpn inh: 0.1%; Akt phos inh: inactive; TDP43 rescue: 11.2%; GLP1R inv ag: 9.7%; aSyn yeast inh: -0.1%; FUS suppressor: -36.2%; Abeta rescue: 5.9%[9.22 µM]; PTHR1 agonist: -1.8%; HEK293 tox: -4.1%

What do the screens show for `CC(C)(C)OC(=O)N/N=C\c1ccc([N+](=O)[O-])s1`?
MmCpn inh: -1.1%; Akt phos inh: inactive; TDP43 rescue: 0.2%[9.22 µM]; GLP1R inv ag: 48.4%[activator]; aSyn yeast inh: -10.4%; FUS suppressor: 0.0%; Abeta rescue: -90.2%[inhibitor]; PTHR1 agonist: -8.5%; HEK293 tox: 1.1%

What do the screens show for `Cc1ccc(-n2cnc3c(=O)[nH]cnc32)cc1[N+](=O)[O-]`?
Akt phos inh: inactive; TDP43 rescue: 3.9%; GLP1R inv ag: 7.0%; aSyn yeast inh: -4.8%; Abeta rescue: -7.2%; PTHR1 agonist: inactive; HEK293 tox: -0.7%

How did CC1Cc2nc(SCC(=O)N3CCCCC3)n(C)c(=O)c2S1 (stereo not given) do in these assays?
Akt phos inh: inactive; TDP43 rescue: 11.3%; GLP1R inv ag: 9.3%; aSyn yeast inh: -11.2%; FUS suppressor: 13.6%; Abeta rescue: -0.9%; PTHR1 agonist: inactive; HEK293 tox: -13.4%

What do the screens show for `Cc1cccc(S(=O)(=O)NCCC(=O)OCC(=O)Nc2ccc(C#N)cc2)c1`?
MmCpn inh: -3.3%; Akt phos inh: inactive; TDP43 rescue: -13.7%; GLP1R inv ag: 8.1%; aSyn yeast inh: -4.1%; FUS suppressor: -7.6%; Abeta rescue: -7.0%; PTHR1 agonist: inactive; HEK293 tox: -14.7%

Results for CCOC(=O)C(NC(=O)C1CCCN1C(=O)OCc1ccccc1)C(=O)OCC (stereo not given) ?
MmCpn inh: -0.7%; Akt phos inh: inactive; TDP43 rescue: -26.5%; GLP1R inv ag: 5.7%; aSyn yeast inh: 5.1%; FUS suppressor: -5.0%; Abeta rescue: 32.3%; PTHR1 agonist: 19.5%[57.5 µM]; HEK293 tox: 6.9%

What do the screens show for `O=C(CCNS(=O)(=O)c1ccc(F)cc1)N1CCN(c2ncccn2)CC1`?
Akt phos inh: inactive; TDP43 rescue: 9.2%; GLP1R inv ag: -1.7%; aSyn yeast inh: inconclusive; FUS suppressor: -40.3%; Abeta rescue: 2.3%; PTHR1 agonist: -17.7%; HEK293 tox: -5.5%

What do the screens show for `CC1=C(C(=O)OCC2CCCO2)C(c2ccc(C)o2)C2=C(CC(c3ccc(F)cc3)CC2=O)N1` (stereo not given)?
MmCpn inh: -0.5%; Akt phos inh: inactive; TDP43 rescue: inconclusive; GLP1R inv ag: inconclusive; aSyn yeast inh: 4.6%; FUS suppressor: 36.1%; Abeta rescue: 27.7%; PTHR1 agonist: -10.5%; HEK293 tox: -12.4%

What do the screens show for `COc1ccc(NC(=O)c2oc3ccccc3c2NC(=O)c2ccco2)c(OC)c1`?
MmCpn inh: -2.8%; Akt phos inh: inactive; TDP43 rescue: -6.7%; GLP1R inv ag: 40.9%[activator]; aSyn yeast inh: 4.1%; FUS suppressor: 23.1%; Abeta rescue: 6.9%; PTHR1 agonist: -14.4%[57.5 µM]; HEK293 tox: -13.5%

How did CCOC(=O)C1=C(COC(=O)C2(C)CC2(Cl)Cl)NC(=O)NC1c1ccc(OC)cc1 (stereo not given) do in these assays?
MmCpn inh: 2.1%; Akt phos inh: inactive; TDP43 rescue: 17.9%; GLP1R inv ag: inconclusive; aSyn yeast inh: -3.5%; FUS suppressor: 21.1%; Abeta rescue: 3.6%; PTHR1 agonist: -16.4%; HEK293 tox: 10.3%

Results for NC(=O)C1(N2CCCCC2)CCN(S(=O)(=O)c2cc(Cl)sc2Cl)CC1 ?
MmCpn inh: -1.5%; Akt phos inh: inactive; TDP43 rescue: -3.6%; GLP1R inv ag: inconclusive; aSyn yeast inh: -0.9%; FUS suppressor: 13.7%; Abeta rescue: 14.6%; PTHR1 agonist: inactive; HEK293 tox: 0.7%

How did Cc1[nH]c(=O)c(C(=O)c2cc(Cl)ccc2O)cc1C(=O)O do in these assays?
MmCpn inh: 0.2%; Akt phos inh: inactive; TDP43 rescue: -0.7%; GLP1R inv ag: 6.9%; aSyn yeast inh: -0.2%; FUS suppressor: 8.0%; Abeta rescue: -12.3%; PTHR1 agonist: -5.7%; HEK293 tox: -24.8%

How did Cc1cnc2c(c1SCC(=O)N(C)c1ccccc1)c(=O)n(C)c(=O)n2C do in these assays?
TDP43 rescue: 5.7%; GLP1R inv ag: 12.3%; FUS suppressor: 15.7%; Abeta rescue: -11.4%; PTHR1 agonist: inactive; HEK293 tox: -3.1%

What do the screens show for `CC(=O)C1=C(c2ccccc2)NC(=O)NC1c1ccc(O)c(O)c1` (stereo not given)?
MmCpn inh: 1.5%; Akt phos inh: inactive; TDP43 rescue: -6.6%; GLP1R inv ag: -5.4%; aSyn yeast inh: 0.1%; FUS suppressor: -2.7%; Abeta rescue: -5.8%; PTHR1 agonist: inactive; HEK293 tox: -10.1%

Results for O=C(Nc1ccccc1)c1ccc(S(=O)(=O)N2CCCC2)cc1 ?
MmCpn inh: 0.0%; Akt phos inh: inactive; TDP43 rescue: 2.9%; GLP1R inv ag: 0.0%; aSyn yeast inh: -0.6%; FUS suppressor: 16.6%; Abeta rescue: 13.3%; PTHR1 agonist: inactive; HEK293 tox: 4.6%

What do the screens show for `CC(C)CN(C(=O)C1=NN(c2ccccc2)C(=O)CC1)c1c(N)n(Cc2ccccc2)c(=O)[nH]c1=O`?
MmCpn inh: 1.5%; Akt phos inh: inactive; TDP43 rescue: -5.3%; GLP1R inv ag: 2.4%; aSyn yeast inh: -0.7%[1.84 µM]; FUS suppressor: 25.2%; Abeta rescue: -0.4%; PTHR1 agonist: -2.7%; HEK293 tox: 8.5%

How did Cc1ccc(-c2onc(C)c2C)cc1S(=O)(=O)N1CCCCC1 do in these assays?
TDP43 rescue: 22.4µM*; GLP1R inv ag: -23.7%; FUS suppressor: 40.9%; Abeta rescue: -2.9%; PTHR1 agonist: -92.5%[inhibitor]; HEK293 tox: 5.2%

How did Cc1onc(-c2c(Cl)cccc2Cl)c1C(=O)c1c[nH]c(C(=O)NCCCN2CCOCC2)c1 do in these assays?
MmCpn inh: 1.8%; Akt phos inh: inactive; TDP43 rescue: -2.3%; GLP1R inv ag: 0.0%; aSyn yeast inh: 5.0%; FUS suppressor: 0.4%; Abeta rescue: 24.1%; PTHR1 agonist: -18.8%[57.5 µM]; HEK293 tox: -11.3%

How did Cc1cc(C)cc(C(=O)N2CC(C)OC(C)C2)c1 (stereo not given) do in these assays?
MmCpn inh: 1.1%; TDP43 rescue: 0.2%; GLP1R inv ag: 0.0%; FUS suppressor: 11.4%; Abeta rescue: -7.3%; PTHR1 agonist: 11.2%; HEK293 tox: 1.1%

How did Cn1c(Cn2c(=O)sc3ccccc32)nnc1SCC(=O)Nc1ccccc1F do in these assays?
MmCpn inh: -7.9%; Akt phos inh: inactive; TDP43 rescue: -3.5%; GLP1R inv ag: 4.2%; aSyn yeast inh: -1.0%; FUS suppressor: -15.7%; Abeta rescue: 1.0%; PTHR1 agonist: -14.6%; HEK293 tox: 0.8%

What do the screens show for `Cc1ccc(Cn2c(O)c(N=O)c3ccccc32)cc1`?
MmCpn inh: -2.7%; Akt phos inh: inactive; TDP43 rescue: 2.7%; GLP1R inv ag: inconclusive; aSyn yeast inh: 7.3%; FUS suppressor: 25.7%; Abeta rescue: inconclusive; PTHR1 agonist: -3.0%; HEK293 tox: -12.7%

Results for N#CC1=C(N)Oc2cc(N)ccc2C1c1cccc(Br)c1 (stereo not given) ?
MmCpn inh: 2.5%; Akt phos inh: inactive; TDP43 rescue: -28.1%; GLP1R inv ag: inconclusive; aSyn yeast inh: -24.3%; FUS suppressor: 4.3%; Abeta rescue: -0.1%; PTHR1 agonist: -24.8%; HEK293 tox: -6.7%

What do the screens show for `O=C(c1cccc(S(=O)(=O)N2CCOCC2)c1)N1CCCCCC1`?
MmCpn inh: 1.5%; TDP43 rescue: -5.7%; GLP1R inv ag: 5.3%; aSyn yeast inh: 0.6%; FUS suppressor: 7.0%; Abeta rescue: 13.0%; PTHR1 agonist: inactive; HEK293 tox: -3.7%

Results for O=C(Nc1c[nH]c(=O)[nH]c1=O)OCc1ccccc1 ?
Akt phos inh: inactive; TDP43 rescue: -22.7%; GLP1R inv ag: 27.5%; aSyn yeast inh: -1.6%; FUS suppressor: 11.0%; Abeta rescue: -1.5%; PTHR1 agonist: inactive; HEK293 tox: 19.2%
